Screening data: PubChem, The Scripps Research Institute Molecular Screening Center
PLCb3 inh – PLC-beta3 (human) inhibition, primary screen; AID 720704; Q01970; hit rate 0.18% among 370,000; inhibition, % at 12.2 µM; Purified PLC-beta3, fluorogenic substrate, fluorescence; in the data active means inhibition above about 11%;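 further: 0% = median of compound wells on plate and 100% = full blocker control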
PLCg1 inh – blocks human PLC-gamma1 enzyme activity; P19174; purified PLC-gamma1, fluorogenic substrate, fluorescence; inhibition, % at 12.2 µM; hit rate 0.84% among 370,000; in the data active means inhibition above about 9.5%
Target sequence (P19174 whole entry, looked up): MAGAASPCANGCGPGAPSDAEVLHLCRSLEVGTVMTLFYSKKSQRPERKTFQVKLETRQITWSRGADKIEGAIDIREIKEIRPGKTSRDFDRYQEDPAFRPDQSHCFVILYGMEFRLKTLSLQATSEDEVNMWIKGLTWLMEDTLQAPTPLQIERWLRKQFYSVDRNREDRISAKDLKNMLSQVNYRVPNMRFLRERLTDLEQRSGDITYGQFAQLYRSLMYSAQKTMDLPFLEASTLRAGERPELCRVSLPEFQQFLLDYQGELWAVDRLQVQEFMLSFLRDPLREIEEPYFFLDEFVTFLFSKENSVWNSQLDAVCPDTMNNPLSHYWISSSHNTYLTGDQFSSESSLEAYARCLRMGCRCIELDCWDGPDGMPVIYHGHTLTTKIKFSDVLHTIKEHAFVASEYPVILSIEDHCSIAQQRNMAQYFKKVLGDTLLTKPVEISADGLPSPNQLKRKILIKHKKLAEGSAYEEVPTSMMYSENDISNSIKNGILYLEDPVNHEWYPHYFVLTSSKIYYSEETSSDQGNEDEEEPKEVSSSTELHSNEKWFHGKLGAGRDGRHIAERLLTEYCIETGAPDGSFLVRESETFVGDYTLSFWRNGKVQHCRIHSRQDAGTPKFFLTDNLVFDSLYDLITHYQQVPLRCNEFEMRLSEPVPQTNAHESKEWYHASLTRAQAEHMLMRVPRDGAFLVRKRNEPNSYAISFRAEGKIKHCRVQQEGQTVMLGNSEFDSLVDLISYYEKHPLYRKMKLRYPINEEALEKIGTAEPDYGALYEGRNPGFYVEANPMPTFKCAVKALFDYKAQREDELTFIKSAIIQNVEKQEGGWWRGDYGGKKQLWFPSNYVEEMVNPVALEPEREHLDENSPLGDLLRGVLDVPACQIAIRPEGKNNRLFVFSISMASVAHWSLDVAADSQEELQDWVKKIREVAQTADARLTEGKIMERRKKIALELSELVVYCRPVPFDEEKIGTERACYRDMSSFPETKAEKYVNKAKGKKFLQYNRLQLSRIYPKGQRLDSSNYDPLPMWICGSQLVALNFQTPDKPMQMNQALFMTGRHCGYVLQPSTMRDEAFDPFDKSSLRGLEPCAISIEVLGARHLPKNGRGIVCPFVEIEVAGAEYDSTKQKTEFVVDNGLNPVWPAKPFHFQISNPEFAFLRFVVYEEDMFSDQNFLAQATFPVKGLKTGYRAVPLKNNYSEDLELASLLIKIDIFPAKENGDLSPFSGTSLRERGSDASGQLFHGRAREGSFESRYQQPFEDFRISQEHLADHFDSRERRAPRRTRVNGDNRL
TDP2 inh – blocks human TDP2 phosphodiesterase activity; O95551; recombinant TDP2, T5PNP hydrolysis, p-nitrophenol absorbance 415 nm; inhibition, % at 12.8 µM; hit rate 0.34% among 370,000; AID 720702;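 active means inhibition above the mean of all tested compounds plus 3 SD, set per campaign, cut at about 25% in these data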;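 further: 0% = DMSO with enzyme and 100% = buffer with substrate but no TDP2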
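System – recombinant human TDP2 · Amount – 120 nM TDP2 per well · Buffer or medium – Mg2+-containing Tris-HCl buffer, pH 7.5 · Reagent – T5PNP substrate, 5 mM · Dosing – 12.8 µM single point, 1% DMSO · Incubation – 2 h at 37 °C · Measured by – epi absorbance · Read-out basis – percent inhibition · Benchmarks – high control without enzyme, low control DMSO plus TDP2 · Repeats – singlicate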
ARFGAP1 inhibitor – inhibitors of rat ARFGAP1 | Q62848 | inhibition, % at 16.5 µM | Arfgap1-stimulated ARF1 GTP hydrolysis, GDP FP detection | hit rate 0.26% among 360,000 | AID 651572;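 active means inhibition above a per-plate limit, mean inhibition of low control wells plus 3 SD, cut at about 25% in these data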;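 further: 0% = DMSO wells with enzyme and 100% = wells lacking Arfgap1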
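system = rat Arfgap1 catalytic domain, aa 1-136 | technique = FP, GDP Alexa 633 tracer displaced from anti-GDP antibody, 620/688 nm | compound = one concentration, 16.5 µM, DMSO 1.26% | medium = HEPES-based buffer, pH 7.5 | timing = compound-enzyme preincubation 20 min, reaction 120 min, detection 60 min, 25 °C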
ADAM10 inh – inhibits human ADAM10; recombinant ADAM10, EDANS/DABCYL FRET peptide cleavage, 3 h; inhibition, % at 7 µM; hit rate 0.62% among 370,000; AID 720582;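 active means inhibition above a per-campaign cutoff equal to the mean of compounds falling between control-based bounds plus 3 SD, cut at about 20% in these data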;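 further: 0% = DMSO wells while the 100% control is not disclosed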
DDE Tn7 FP inh – inhibitors of Tn7 peptide binding to human fibrin DD(E); FP displacement of FITC-Tn7 peptide from fibrin DD(E); 0% = median of compound wells per plate; inhibition, % at 8.3 µM; hit rate 0.13% among 370,000; AID 720508;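 active means inhibition above the mean of compounds falling within the control limits plus 3 SD of them, cut at about 14% in these data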;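 further: 0% = plate median of compound wells and 100% = 10 µM Aha-Tn7 peptide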
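assay system = human clot-derived fibrin DD(E) complex | quantity = Fibrin-DD(E) at 2 µM final | timing = 10 min preincubation, 3 h with tracer, room temperature | signal = fluorescence polarization | measure = percent inhibition | benchmarks = high control wells with 10 µM unlabelled Aha-Tn7 peptide (full inhibition) | replicates = singlicate testing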
ADAM17 inh – inhibits human ADAM17; P78536; recombinant ADAM17, EDANS/DABCYL FRET peptide cleavage; inhibition, % at 6.95 µM; hit rate 0.83% among 370,000;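 active means inhibition above the mean of compounds lying between control limits plus 3 SD, set per campaign, cut at about 8.5% in these data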;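 further: 0% = DMSO-only wells as the low control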
ASAP1 GAP inh – inhibitors of human ASAP1 ArfGAP activity; Q9ULH1; ASAP1-stimulated ARF1 GTP hydrolysis, GDP FP detection; inhibition, % at 16.5 µM; hit rate 0.19% among 360,000; in the data active means inhibition above about 25%;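 further: 0% = vehicle with enzyme and substrate and 100% = no enzyme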
SIAE primary – inhibitors of human sialic acid acetylesterase SIAE. SIAE FP-Rh probe binding, fluorescence polarization. Q9HAT2. AID 1053197. hit rate 0.69% among 370,000. inhibition, % at 9.66 µM;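 active means inhibition above a cutoff: mean of compounds within the control limits plus 3 SD of those, cut at about 17% in these data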;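 further: 0% = plate median of compound wells and 100% = probe without SIAE protein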
Tn6 DDE FP – DD(E)-Tn6 binding inhibition, primary FP screen; inhibition, % at 8.3 µM; Fibrin DD(E) TRITC-Tn6 fluorescence polarization displacement; hit rate 0.21% among 370,000;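 active means inhibition above a per-campaign cutoff: mean of compounds within control limits plus 3 SD, cut at about 15% in these data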;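 further: 0% = median of all compound wells on the plate and 100% = blocking peptide control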
* hit, by the source's call; / = not tested or not shown.

SMILES	PLCb3 inh	PLCg1 inh	TDP2 inh	ARFGAP1 inhibitor	ADAM10 inh	DDE Tn7 FP inh	ADAM17 inh	ASAP1 GAP inh	SIAE primary	Tn6 DDE FP
CC(C)(C)c1ccc(CC(=O)N2CCC2(C)C(=O)NS(=O)(=O)c2cccc(OC(F)F)c2)cc1 (stereo not given)	-3	-6	8	2	-2	-5	2	5	7	9
COc1ccccc1C(=O)Oc1ccc(C(C)(C)C)cc1	4	3	-1	-5	16	5	3	-8	7	2
COc1cccc(CNC(=O)CCCN2C(=O)C(c3ccccc3)Oc3cccnc32)c1OC (stereo not given)	2	-1	-11	13	-1	1	-1	14	1	2
Cc1cc(C)c2nc(Cl)c(CN(Cc3ccco3)C(=O)Nc3ccccc3C)cc2c1	-1	0	-7	5	7	-10	1	6	-12	-1
Cn1nc(C(=O)NCc2ccccn2)c2ccccc2c1=O	1	0	-4	6	7	-3	-2	12	3	-1
COC(=O)c1ccc(CNC(=O)Cn2cnc3c(NCc4ccccc4)ncnc32)cc1	0	1	1	-11	-8	6	-5	-4	0	9
CCOC1=C2[C@@H](CN(S(=O)(=O)c3ccccc3C)[C@H]2c2ccc(Cl)cc2)[C@H]2C(=O)N(c3ccccc3)C(=O)[C@H]2C1	0	2	1	0	18	4	4	-4	-8	-6
CC1CCc2c(sc3nc(SCC(=O)O)n(-c4ccccc4)c(=O)c23)C1 (stereo not given)	-6	0	-6	3	-4	2	-5	-5	-6	0
Cc1ccc(CN2CCNC(=O)C2CC(=O)NCCCn2nnc3ccccc32)cc1 (stereo not given)	-12	-11	0	-5	-25	11	-9	-1	0	6
COc1ccc(-c2nc3ccccc3n2Cc2ccccc2)cc1	2	-2	-3	6	10	-2	2	12	7	3
CCC(=O)Nc1ccc(Cl)cc1C(=O)c1ccc[nH]1	-2	8	-1	/	-6	2	-8	/	0	-3
Nc1n[nH]c(=S)n1/N=C1/C(=O)Nc2ccccc21	2	2	-21	7	7	0	0	-4	-2	-8
COc1ccccc1-c1oc2ccccc2c1C#CCCO	-128	-78	-2	15	-277	8	-83	8	-2	3
C=CCN1C(=O)[C@H](CC(=O)N2CCN(C(=O)c3ccco3)CC2)[C@@]2(C(=O)OCC)CCCC=C12	1	2	-10	/	-1	2	-2	/	3	8
O=C(Nc1nc(-c2ccc(F)cc2)cs1)c1cccc(N2C(=O)CCC2=O)c1	-16	-4	1	5	-17	1	-14	12	-7	3
COc1cc2oc(=O)cc(CN3CCOCC3)c2cc1Cl	-3	-5	0	-5	-26	-6	-7	6	-6	-2
CCC(CC)C(=O)NCCCN1CCOCC1	-3	1	3	-1	3	-2	-2	-3	-1	0
C=C(CCO)C1=CCN(S(=O)C(C)(C)C)[C@@H]1CCO (stereo not given in full)	-1	-3	3	12	-18	4	-2	-18	4	5
COc1ccc(OC)c(-c2cc(C(=O)Nc3c(C)nn(Cc4ccccc4Cl)c3C)no2)c1	-8	-1	6	13	0	5	-3	-7	-17	-5
CCCCN(CC)S(=O)(=O)c1ccc(C(=O)N(CCCN(C)C)c2nc3cc(C)cc(C)c3s2)cc1	1	3	-7	-6	3	3	4	-3	13	4
O=C(Nc1ccc(S(=O)(=O)N2CCOCC2)cc1)C1CC(=O)N(c2ccc(F)cc2)C1 (stereo not given)	-4	-1	7	-11	1	3	0	-13	6	5
O=CNCc1nc2ccccc2n1CCc1ccccc1	-1	7	-7	6	7	-5	1	-11	10	11
O=C(CCc1ccccc1)NC1(Cc2ccccc2)CCN(CCc2cccs2)C1=O (stereo not given)	2	-1	0	10	6	2	1	-2	11	0
CC(C)[C@H](NC(=O)NC1CCN(Cc2ccccc2)CC1)C(=O)O	-3	1	-5	6	-9	4	-5	-2	2	1
Cc1ccc(-n2c(CNc3cccc(Cl)c3)n[nH]c2=S)cc1	1	0	-6	-8	13	9	5	-5	3	6

Next part, overlapping the part above by four compounds.
SMILES	PLCb3 inh	PLCg1 inh	TDP2 inh	ARFGAP1 inhibitor	ADAM10 inh	DDE Tn7 FP inh	ADAM17 inh	ASAP1 GAP inh	SIAE primary	Tn6 DDE FP
O=CNCc1nc2ccccc2n1CCc1ccccc1	-1	7	-7	6	7	-5	1	-11	10	11
O=C(CCc1ccccc1)NC1(Cc2ccccc2)CCN(CCc2cccs2)C1=O (stereo not given)	2	-1	0	10	6	2	1	-2	11	0
CC(C)[C@H](NC(=O)NC1CCN(Cc2ccccc2)CC1)C(=O)O	-3	1	-5	6	-9	4	-5	-2	2	1
Cc1ccc(-n2c(CNc3cccc(Cl)c3)n[nH]c2=S)cc1	1	0	-6	-8	13	9	5	-5	3	6
Cc1nn(C)cc1CNCc1c(C(=O)N2CCCCC2)nc2c(C)cccn12	3	0	1	-1	-3	3	-2	0	-6	3
Cc1oc(-c2ccccc2)nc1C(=O)OCC(=O)NC(C)c1ccccc1 (stereo not given)	-17	-5	-13	4	-13	-2	-3	-3	-5	1
O=C(COC(=O)c1cc(S(=O)(=O)N2CCOCC2)ccc1Cl)Nc1ccccc1Cl	5	0	-9	-10	-1	-2	1	6	-5	2
COc1ccccc1C(=O)N/N=C(\C)c1ccc(NC(=O)C2CC2)cc1	3	1	0	5	-6	7	-5	-4	4	6
Cc1cc(-c2nnc(SCC(=O)NC3CCCC3)o2)no1	2	-1	-4	-8	-3	0	2	5	1	2
OC(COc1ccc(Cl)cc1)CN1CCN(c2cccc(Cl)c2)CC1 (stereo not given)	-5	0	1	1	10	-2	1	-1	-2	1
O=C(OCc1ccccc1)c1cccc(-c2nnc(-c3ccccc3)o2)c1	0	5	1	2	3	-12	2	-2	-3	-7
Cc1cc(C(=O)Nc2ccccc2C)c2ccccc2n1	-3	-2	20	-1	-4	1	-3	-12	-4	2
CC(=O)c1ccc(NC(=O)NC2CCCCN(Cc3ccc(Cl)cc3)C2=O)cc1 (stereo not given)	1	1	-4	/	6	1	0	/	-11	5
COc1ccc(NC(=O)C(=O)NNC(=O)c2cccs2)c(OC)c1	-3	-1	-6	11	-7	-1	-1	-3	-3	-9
COCCn1c(-c2ccc(-c3ccc([N+](=O)[O-])cc3Br)o2)nc2c1c(=O)[nH]c(=O)n2CC(C)C	-146	-96	-5	4	-21	1	-8	0	-3	-1
COc1cccc(NC(=O)COc2c(F)c(F)c(C(F)(F)F)c(F)c2F)c1	1	1	-7	-9	11	10	2	-2	8	3
Cc1ccc(Cl)c(OC(=O)c2ccc(N3CCOCC3)c([N+](=O)[O-])c2)c1	4	4	4	-1	10	-7	2	17	-1	-4
O=C(OCC(=O)N1CCCC1=O)C1CCN(S(=O)(=O)c2ccc(Cl)c(C(F)(F)F)c2)CC1	-8	-2	5	-5	-4	1	-4	0	0	-6
Cc1onc(-c2ccccc2Cl)c1C(=O)N1CCCC1	4	3	1	1	3	-5	3	10	2	0
Cc1cccc(C)c1NC1=NC(=S)N(c2ccccc2)C12CCOC(C)(C)C2 (stereo not given)	4	-2	-6	-10	-5	-2	-8	1	-6	-2
CC1C2C(c3ccccc3)N(C)C(=O)N(C)C2N(C)C(=O)N1C (stereo not given)	-31	0	11	0	-2	7	-2	-6	-7	7
O=C(Nc1nc(-c2cccc([N+](=O)[O-])c2)cs1)c1cccc([N+](=O)[O-])c1C(=O)O	-3	0	7	3	-6	4	-5	-1	-1	2
CC1(C(=O)NS(=O)(=O)c2cccc(C#N)c2)CCN1C(=O)C/C=C/c1ccccc1 (stereo not given)	-13	0	2	-5	-18	1	-3	9	1	-1
O=C(N/N=C/c1ccco1)c1cc(-c2cccs2)[nH]n1	-6	-1	0	11	1	9	-5	1	-5	0
Cc1ccccc1NC(=O)CSc1nnc(-c2ccoc2C)n1CCc1ccccc1	1	2	-8	-2	14	-1	1	-2	0	0
Cc1cc(C)n2nc(C(=O)OCC(=O)Nc3ccc4c(c3)OC(F)(F)O4)nc2n1	2	3	-16	1	-3	-5	-1	14	-3	11
CC[C@@]1(C(=O)OC)N[C@H](CN(C)S(=O)(=O)c2ccc(-c3ccccc3)cc2)[C@@H]2C(=O)N(Cc3ccccc3)C(=O)[C@@H]21	-4	0	-4	-8	-19	6	-5	10	-4	-6
Cc1cc(NC(=O)CSc2nnc(C3COc4ccccc4O3)n2C)no1 (stereo not given)	-3	1	-6	-12	0	7	-5	2	-10	2
CCCCCCC(=O)NCC(=O)OCC(=O)c1ccccc1	5	5	-5	0	-5	6	-7	8	-1	-11
SMILES	PLCb3 inh	PLCg1 inh	TDP2 inh	ARFGAP1 inhibitor	ADAM10 inh	DDE Tn7 FP inh	ADAM17 inh	ASAP1 GAP inh	SIAE primary	Tn6 DDE FP
CS(=O)(=O)N(CC(=O)N1CCCC1)c1cccc(C(F)(F)F)c1	2	-4	-1	11	0	-3	-1	2	-1	4
CCN(CC(=O)NCc1ccc(Cl)cc1)C(=O)COc1ccc(C)cc1C	-6	0	3	10	0	-7	0	15	1	-5
COc1ccc(/C=N/NC(=O)CNC(=O)c2cccs2)cc1	0	-3	7	-2	-4	0	-1	-5	-1	8
COc1ccc(C(=O)COC(=O)CCN2C(=O)C3C4CCC(C4)C3C2=O)cc1 (stereo not given)	-3	2	11	1	-2	-2	-3	4	7	-2
Cc1ccccc1S(=O)(=O)Cc1ccc(C(=O)NCc2ccccc2)o1	-7	-1	-9	-2	6	-1	-1	8	-2	2
CCC(=O)Nc1ccc2c(c1)ncn2-c1ccccc1C	-6	0	6	7	3	6	2	14	0	-3
Nc1ncnc(Nc2cccc(F)c2)n1	-5	3	6	3	-2	-2	1	-2	11	-2
COc1ccc(CNC2CCSc3ccccc32)cc1OC (stereo not given)	3	4	10	7	2	-2	0	-2	1	1
CN1C(=O)C(C)(C)N(C(=O)c2cccc([N+](=O)[O-])c2)c2ccccc21	-4	1	1	2	-4	-1	2	-4	-5	-4
COc1ccc(-c2c(C(=O)c3ccc(Br)cc3)[nH]c(N)c2C(=O)NCCc2c[nH]c3ccccc23)cc1OC	-8	-10	3	12	12	-2	7	8	8	-5
Cc1cc(C)c(S(=O)(=O)N2CCN(C(=O)c3ccccc3OCc3c(C)noc3C)CC2)c(C)c1	-3	5	1	-4	-2	-2	-3	6	15	-4
Cc1c(NC(=O)COC(=O)c2ccc(F)c(S(=O)(=O)N3CCOCC3)c2)c(=O)n(-c2ccccc2)n1C	4	3	8	3	-4	-1	-2	1	14	-5
